TEAD-YAP inh: TEAD-YAP interaction inhibition; HEK-TIYL cells, TEAD-Gal4/YAP UAS-luciferase luminescence; inhibition, % at 9.12 µM; actives 1.4% (n = 640,000); AID 1259422; in the data active means inhibition above about 32%;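 further: 0% = median of test compound wells and 100% = reference inhibitor wells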
MITF inh: blocks human microphthalmia-associated transcription factor | O75030 | AlphaScreen MITF homodimerization, bead proximity signal | inhibition, % at 2.6 µM | actives 0.91% (n = 650,000); in the data active means inhibition above about 50%;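 further: 0% = vehicle wells with protein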
GPR151 activ: activates the human receptor GPR151. actives 1% (n = 650,000). Q8TDV0. PathHunter beta-arrestin GPR151 cells, luminescence. activation, % at 11.2 µM; in the data active means activation above about 4.9%;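 further: 0% = median of compound wells and 100% = cells with positive control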
Target sequence (Q8TDV0 whole entry, looked up): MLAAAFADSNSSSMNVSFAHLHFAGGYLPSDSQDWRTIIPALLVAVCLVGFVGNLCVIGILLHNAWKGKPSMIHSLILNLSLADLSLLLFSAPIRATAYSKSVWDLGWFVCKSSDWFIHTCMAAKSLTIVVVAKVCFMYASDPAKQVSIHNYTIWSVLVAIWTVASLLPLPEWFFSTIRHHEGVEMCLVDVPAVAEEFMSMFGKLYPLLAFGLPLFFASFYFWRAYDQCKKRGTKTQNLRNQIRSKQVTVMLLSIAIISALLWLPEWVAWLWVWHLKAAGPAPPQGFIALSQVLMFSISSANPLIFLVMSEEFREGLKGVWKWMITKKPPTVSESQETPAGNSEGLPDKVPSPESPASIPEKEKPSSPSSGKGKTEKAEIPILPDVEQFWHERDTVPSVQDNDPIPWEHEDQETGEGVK
FBW7 activator: human FBW7 E3 ligase activation, primary screen | AlphaScreen FBW7–phospho-cyclin E peptide binding, activator screen | actives 0.13% (n = 650,000) | normalized activity (activation), % at 26.1 µM; in the data active means normalized activity above about 1.9%;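 further: purified mutant Fbw7 with reduced substrate affinity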
Target sequence (Q969H0 whole entry, looked up): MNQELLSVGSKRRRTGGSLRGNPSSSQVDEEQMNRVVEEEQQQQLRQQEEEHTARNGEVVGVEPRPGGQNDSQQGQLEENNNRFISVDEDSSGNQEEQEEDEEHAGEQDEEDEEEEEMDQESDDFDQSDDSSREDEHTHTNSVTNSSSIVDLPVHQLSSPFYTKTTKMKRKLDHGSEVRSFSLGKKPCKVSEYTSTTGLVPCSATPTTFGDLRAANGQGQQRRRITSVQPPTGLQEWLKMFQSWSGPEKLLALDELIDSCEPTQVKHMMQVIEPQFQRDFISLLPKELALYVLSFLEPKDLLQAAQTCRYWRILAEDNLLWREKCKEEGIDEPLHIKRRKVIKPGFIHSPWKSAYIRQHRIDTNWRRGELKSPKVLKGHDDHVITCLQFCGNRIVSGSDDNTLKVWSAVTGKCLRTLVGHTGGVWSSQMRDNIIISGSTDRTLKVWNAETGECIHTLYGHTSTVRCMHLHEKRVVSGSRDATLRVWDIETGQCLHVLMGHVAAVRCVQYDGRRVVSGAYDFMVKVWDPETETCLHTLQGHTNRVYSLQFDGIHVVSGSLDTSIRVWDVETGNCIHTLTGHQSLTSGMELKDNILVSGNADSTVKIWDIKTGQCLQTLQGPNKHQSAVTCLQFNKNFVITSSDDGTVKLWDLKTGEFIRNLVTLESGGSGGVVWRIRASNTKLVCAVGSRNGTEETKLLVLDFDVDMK
Numbers without * were called inactive.

SMILES | TEAD-YAP inh | MITF inh | GPR151 activ | FBW7 activator
CN(C)C(=O)c1nc2ccc(Cl)cn2c1CN1CCCC(C(=O)c2nccn2C)C1 (centres undefined) | 6 | 2 | -0.8 | 0.2
COc1cccc(CNC(=O)C2=NNC(=O)CC2)c1 | -8 | -6 | 0.5 | 0.1
COc1ccc(C2Nc3ccccc3C(=O)N2c2ccc(C)cc2)cc1 (centres undefined) | -66 | 10 | -1.3 | -0.1
COc1ccc(C(=O)n2cnc3ccccc32)cc1I | 1 | 7 | -1.1 | 0.9
O=C(CSc1nnc2scc(-c3ccccc3)n12)Nc1nccs1 | 3 | 15 | -1.6 | 1.4
COc1cc(C2C3=C(CC(c4ccccc4)CC3=O)Nc3ccccc3N2C(=O)CCC(=O)O)cc(OC)c1OC (centres undefined) | 7 | 10 | 0.6 | 0.6
CCNc1nc(NCC)nc(OCCOC(=O)Nc2ccccc2)n1 | 2 | 12 | 2.7 | 0.0
O=C(CN1C(=O)c2ccccc2C1=O)Oc1ccc(-c2cnc3ccccc3n2)cc1 | 2 | -5 | -0.6 | -0.1
CCOc1ccc(C2C(C#N)=C(SC)NC3=C2C(=O)CCC3)cc1 (centres undefined) | 7 | -17 | -0.1 | -0.1
O=C1c2ccc(-c3nc4ccccc4c(=O)o3)cc2C(=O)N1c1ccc(OC(F)(F)F)cc1 | -22 | 7 | 1.3 | -0.3
COc1ccc2cc(C(N)=O)c(=Nc3ccccc3)oc2c1 | -21 | -1 | -1.1 | 0.0
Cc1ccc(-c2nc(N3CCN(c4ccc(F)cc4)CC3)c3ccccc3n2)cc1 | -24 | 2 | 0.6 | 0.2
CCOc1cc(/C=C(\C#N)c2nn(-c3ccccc3)c(N)c2C#N)ccc1OCc1ccc(Cl)cc1 | 4 | -1 | 1.1 | -0.2
O=C(C1CC1)N1CCC(Oc2cccc(C(=O)N3CCCCC3CCO)c2)CC1 (centres undefined) | -1 | -27 | -0.6 | 0.1
Cc1nn(C)c(C)c1NC(=O)Cn1c(=O)n(C(C)C)c2ncccc21 | -6 | 7 | 0.8 | 0.0
CCOC(=O)c1[nH]nc2c1C(=O)N(c1ccc([N+](=O)[O-])cc1)C2=O | 0 | -1 | -1.5 | -0.2
COc1cccc(/C=C/C(=O)c2c(C)cc(C)[nH]c2=O)c1O | 1 | 2 | -0.4 | -0.1
COc1ccccc1CCNC(=O)c1ccoc1C | -1 | 17 | -1.8 | -0.2
N#CCc1nc(-c2ccc(Oc3ccccc3)cc2)cs1 | -56 | 11 | -0.6 | 0.3
CCC(Sc1nc(N)c(NC(=O)c2ccc(OC)cc2)c(=O)[nH]1)C(=O)O (centres undefined) | 0 | -1 | 0.5 | 0.1
O=C1/C(=C/c2ccc(F)cc2)SC(=S)N1Cc1cccnc1 | 9 | 5 | 1.6 | -0.2
COC(=O)C1CCN(Cc2ccc3c(c2)CN(C(=O)C2=NN(C)C(=O)CC2)CCO3)CC1 | -2 | -6 | -0.9 | 0.4
Cc1nc(C)c(NC(=O)Nc2ccc(F)cc2)cc1NC(=O)Nc1ccc(F)cc1 | 3 | 13 | 0.7 | 0.1
CCCCNC(=O)Cn1c(=O)n(-c2cccc(OC)c2)c(=O)c2c(C)c(C)sc21 | -3 | -7 | 0.3 | -0.1
CCOC(=O)N1CCc2c(sc3c2c(=O)n(-c2ccc(Cl)cc2)c(=O)n3C)C1 | -16 | -1 | 0.0 | -0.1
CCOC(=O)c1nc(Nc2ccc(OC)c(Cl)c2)c2c3c(sc2n1)CCCC3 | 0 | -3 | 2.0 | -0.1
COc1ccc(C(=O)N(c2ccccc2)c2ccc3ccccc3c2)cc1OC | -12 | -3 | -0.9 | -0.1
COc1cc(Nc2ncc(C(=O)NCCc3ccc(O)cc3)s2)cc(OC)c1OC | -12 | 5 | -1.4 | 0.0
CSc1nc2ccsc2c(=O)n1Cc1ccccc1 | 1 | 16 | 0.9 | 0.3
O=C(CCNS(=O)(=O)c1ccc(Br)cc1)NC1CCCC1 | -6 | -6 | -0.4 | 0.0
COCCNc1nccn2c(-c3cccc4ccccc34)cnc12 | 6 | 20 | 1.0 | 0.1
CCOC(=O)C1=NNC2C(=O)N(c3ccc(C(C)=O)cc3)C(=O)C12 (centres undefined) | 3 | 6 | -0.9 | 0.3
CN(C)C1=NC(=O)/C(=C\c2ccccc2)S1 | -4 | -8 | 2.0 | -0.1
Cc1cccc(C)c1NC(=O)N1CC=C(n2c(=O)[nH]c3ccccc32)CC1 | 3 | -2 | 1.1 | 0.0
COc1cc2c(cc1OC)C(c1cc3c(cc1[N+](=O)[O-])OCO3)N(C(C)=O)CC2 (centres undefined) | -1 | 6 | 0.2 | -0.1
CN(C(=O)CSc1nnc(NCc2ccccc2)s1)C1CCS(=O)(=O)C1 (centres undefined) | 4 | 0 | -0.6 | 0.1
O=C(NCCOc1ccccc1)c1cccc(-c2ccccc2)c1 | -9 | 5 | -1.5 | 0.1
COc1ccc(C(C)=O)cc1CSc1nc2ccsc2c(=O)n1Cc1ccc(C)cc1 | -2 | 3 | -0.8 | -0.2
CCOc1cc(CN2CCN(CC3CCCCC3)C(CCO)C2)ccc1OC (centres undefined) | 7 | -6 | 0.6 | -0.1
COc1cc(OC)cc(C(=O)Nc2cc(C(=O)N(C)Cc3ccccc3)ccc2N2CC3CC(C2)c2cccc(=O)n2C3)c1 (centres undefined) | 0 | -4 | -0.3 | 0.0
CCOC(=O)c1c(NC(=O)c2cccc(OC)c2)sc(C(=O)OC)c1C | 12 | 15 | 1.8 | -0.3
CC(=O)Nc1ccc(NC(=O)CCSc2ccc(F)cc2)cc1 | -2 | -15 | 0.9 | 0.1
CCc1ccccc1NC(=S)N(Cc1cccnc1)Cc1ccco1 | 0 | 3 | 0.7 | 0.0
CC1(C)CC(=O)C2=C(C1)N(c1cccc([N+](=O)[O-])c1)C(N)=C(C#N)C2c1ccsc1 (centres undefined) | -1 | 1 | 0.1 | 0.1
CCCCOc1ccc(C(=O)Nc2cc(-c3ccco3)nn2-c2nc(C)c(C)c(=O)[nH]2)cc1 | 1 | 24 | 0.5 | -0.3
O=C(NNC(=O)C1c2ccccc2Oc2ccccc21)c1ccccc1 | 0 | 12 | -0.6 | 0.2
Cc1[nH]n(-c2ccccc2)c(=O)c1/C=C1\C=c2ccccc2=N1 | -11 | 8 | -0.5 | 0.2
C=CCc1ccccc1OCCOc1ccc(Br)cc1/C=C1/C(=N)N2N=C(CC)SC2=NC1=O | 0 | -1 | 1.6 | 0.3
O=C(NCC1COC2(CCCC2)O1)c1ccc([N+](=O)[O-])cc1Cl (centres undefined) | -13 | 8 | -1.0 | 0.2
Cc1cc(C(=O)N2CCOCC2)n(CC(=O)NCCCN2CCCC2=O)n1 | -8 | 7 | 1.0 | 0.1

More structures:
SMILES | TEAD-YAP inh | MITF inh | GPR151 activ | FBW7 activator
O=C(Nc1nc2c(s1)C(=O)CC(C(=O)NC1CC1)C2)c1ccccc1 (centres undefined) | -9 | -2 | 0.9 | -0.1
CCCCOc1ccc(NC(=O)CSCC(=O)Nc2ccccc2Br)cc1 | 3 | 2 | 2.0 | 0.0
CCSc1nnc2c(n1)OC(c1cc(Br)c(O)c(OC)c1)Nc1ccc(Br)cc1-2 (centres undefined) | 0 | -12 | -1.5 | 0.1
O=[N+]([O-])c1ccccc1Oc1ccc(Cl)cc1Cl | -2 | 8 | 1.8 | 0.3
Cc1nc2cc(N3CCCCC3)c(NC(=O)C3CC3)cc2c(=O)n1Cc1ccccc1 | 4 | 14 | 0.5 | -0.1
CCOC(=O)c1c(C(=O)OCC)c(C)n(CCc2ccc(OC)c(OC)c2)c1C | -8 | 8 | 1.4 | -0.1
CC1CCCCN1C(=O)c1cc(-c2ccccc2)nc2ccccc12 (centres undefined) | 0 | 3 | 0.0 | -0.2
COc1ccc(-c2noc(NCc3cccc(Cl)c3)n2)cc1 | -4 | 1 | -0.1 | -0.1
COC(=O)c1cnc(Nc2cccc(OC)c2)c2ccccc12 | 9 | 1 | -0.4 | 1.1
CS(=O)(=O)N(Cc1ccccc1)c1ccc(C(=O)Nc2ccccc2C(N)=O)cc1 | 11 | 7 | 1.8 | 0.0
COc1ccccc1NC(=S)N(C(C)C)C1CCN(C(C)=O)CC1 | 1 | 1 | 1.0 | 0.0
COc1ccc(CCCc2n[nH]c(=S)n2C)cc1C | -7 | -6 | -0.7 | 0.0
CC(=O)NC(=O)c1cc2cc(Br)ccc2oc1=Nc1ccc(C)cc1 | -2 | 14 | 0.0 | 0.2
CCC(Oc1ccccc1)C(=O)Nc1ncccc1C (centres undefined) | 2 | -4 | 0.6 | -0.1
CC1CCCN(C(=O)c2ccccc2Cl)C1 (centres undefined) | 12 | 1 | 0.3 | 0.6
Cc1ccccc1CN1CCN(C(=O)Cn2nnnc2CN(C)C(C)C)CC1 | 1 | 17 | -0.7 | 0.1
CCCN(C(=O)CSc1nnnn1C)C1CCS(=O)(=O)C1 (centres undefined) | -3 | 5 | 0.2 | 0.0
COc1ccccc1Cn1c(=S)[nH]c2cc(C(=O)N3CCC(C(N)=O)CC3)ccc2c1=O | -16 | -2 | -2.0 | -0.1
Cc1ccc2nc3c(cc(C#N)c(=O)n3-c3c(C)n(C)n(-c4ccccc4)c3=O)c(=O)n2c1 | 0 | 6 | -0.4 | 0.5
O=C(NC1CCCCC1)c1ccc(-n2cnc3ccccc3c2=O)cc1 | 5 | -2 | -1.5 | -0.1

Arranged by molecular weight (high to low): some entries from above
SMILES | TEAD-YAP inh | MITF inh | GPR151 activ | FBW7 activator
COc1ccccc1Cn1c(=S)[nH]c2cc(C(=O)N3CCC(C(N)=O)CC3)ccc2c1=O | -16 | -2 | -2.0 | -0.1
CCCCOc1ccc(NC(=O)CSCC(=O)Nc2ccccc2Br)cc1 | 3 | 2 | 2.0 | 0.0
Cc1ccc2nc3c(cc(C#N)c(=O)n3-c3c(C)n(C)n(-c4ccccc4)c3=O)c(=O)n2c1 | 0 | 6 | -0.4 | 0.5
CS(=O)(=O)N(Cc1ccccc1)c1ccc(C(=O)Nc2ccccc2C(N)=O)cc1 | 11 | 7 | 1.8 | 0.0
CCOC(=O)c1c(C(=O)OCC)c(C)n(CCc2ccc(OC)c(OC)c2)c1C | -8 | 8 | 1.4 | -0.1
CC(=O)NC(=O)c1cc2cc(Br)ccc2oc1=Nc1ccc(C)cc1 | -2 | 14 | 0.0 | 0.2
Cc1ccccc1CN1CCN(C(=O)Cn2nnnc2CN(C)C(C)C)CC1 | 1 | 17 | -0.7 | 0.1
Cc1cc(C(=O)N2CCOCC2)n(CC(=O)NCCCN2CCCC2=O)n1 | -8 | 7 | 1.0 | 0.1
O=C(Nc1nc2c(s1)C(=O)CC(C(=O)NC1CC1)C2)c1ccccc1 (centres undefined) | -9 | -2 | 0.9 | -0.1
COc1ccccc1NC(=S)N(C(C)C)C1CCN(C(C)=O)CC1 | 1 | 1 | 1.0 | 0.0
O=C(NC1CCCCC1)c1ccc(-n2cnc3ccccc3c2=O)cc1 | 5 | -2 | -1.5 | -0.1
O=C(NCC1COC2(CCCC2)O1)c1ccc([N+](=O)[O-])cc1Cl (centres undefined) | -13 | 8 | -1.0 | 0.2
CCCN(C(=O)CSc1nnnn1C)C1CCS(=O)(=O)C1 (centres undefined) | -3 | 5 | 0.2 | 0.0
CC1CCCCN1C(=O)c1cc(-c2ccccc2)nc2ccccc12 (centres undefined) | 0 | 3 | 0.0 | -0.2
COc1ccc(-c2noc(NCc3cccc(Cl)c3)n2)cc1 | -4 | 1 | -0.1 | -0.1
COC(=O)c1cnc(Nc2cccc(OC)c2)c2ccccc12 | 9 | 1 | -0.4 | 1.1
O=[N+]([O-])c1ccccc1Oc1ccc(Cl)cc1Cl | -2 | 8 | 1.8 | 0.3
CCC(Oc1ccccc1)C(=O)Nc1ncccc1C (centres undefined) | 2 | -4 | 0.6 | -0.1
CC1CCCN(C(=O)c2ccccc2Cl)C1 (centres undefined) | 12 | 1 | 0.3 | 0.6

Additional entries
SMILES | TEAD-YAP inh | MITF inh | GPR151 activ | FBW7 activator
CS(=O)(=O)N1CCCC(C(=O)Nc2ccc(F)cc2F)C1 (centres undefined) | 3 | 16 | 0.8 | 0.4
COc1ccc(-c2cc(C(=O)NCC(C)C)no2)cc1OC | -42 | -4 | 0.4 | -0.1
CCNc1nc(NCC)n2c(SCC(=O)Nc3ccccc3F)nnc2n1 | 1 | 1 | -0.8 | -0.2
CC1CCN(S(=O)(=O)c2cnc[nH]2)CC1 | -1 | -15 | -0.6 | 0.3
COCCNc1ccc2ncc(-c3cccc4ccccc34)n2n1 | 6 | 17 | 0.8 | 0.0
O=C(Nc1ccccc1Cl)c1ccc(Cl)c([N+](=O)[O-])c1 | 3 | 11 | -0.8 | 0.1
O=C(NC(=S)NCc1ccccc1)C1CC1 | 9 | -12 | 0.7 | -0.1
CCOc1cc2c(cc1OCC)C(c1cc3ccccc3s1)NCC2 (centres undefined) | -4 | 5 | -0.1 | -0.1
CC(C)=CCN1CCN(Cc2ccccc2OC(F)F)CC1CCO (centres undefined) | -2 | -11 | -0.6 | 0.1
COc1cc(S(=O)(=O)N2CCN(C)CC2)ccc1Br | 2 | 7 | -0.9 | 0.3
COC(=O)Cn1cc(/C=c2/sc3nc4ccccc4n3c2=O)c2ccccc21 | 0 | -8 | 1.1 | 0.1
CCC(C)NC(=O)c1ccc(N(Cc2ccccc2C)S(C)(=O)=O)cc1 (centres undefined) | -1 | 13 | -0.1 | -0.1
Cc1ccc(N2CC(NC(=O)c3c(F)cccc3F)CC2=O)cc1C (centres undefined) | 11 | 1 | 0.6 | 0.0
C=CCc1cccc(/C=N/NC(=O)CNc2ccc(C)cc2)c1O | 2 | 17 | -0.1 | -0.1
CCC[C@@H]1NC(=O)[C@H]2CN(CCC(C)C)CCN2C1=O | 6 | -6 | -0.7 | 0.1
